# MCL1-BIM inh: disrupts human MCL1 binding to BIM-BH3 peptide; Q07820; GST-MCL1 / FITC-Bim-BH3 fluorescence polarization; inhibition, % at 10.9 µM; 0.68% of 320,000 active;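 active = inhibition above the mean inhibition of all tested compounds plus 3 SD, set per campaign, cut at about 40% in these data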;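 also: 0% = DMSO wells and 100% = unlabeled Bim-BH3 peptide control; higher means more loss of mP so more displacement of Bim peptide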
# GLD-1 TGE inh: GLD-1-TGE RNA interaction inhibition (C. elegans). purified GLD-1 + fluorescein TGE RNA, fluorescence polarization. AID 2280. 0.44% of 320,000 active. inhibition, % at 5.96 µM. Q17339;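 active = percent inhibition above a per-plate cutoff, the plate mean of test compounds plus 3 SD, cut at about 30% in these data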;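 also: 0% = DMSO wells with GLD-1 and probe and 100% = wells lacking GLD-1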
# BCLXL inh: Bcl-xL (human) inhibition; Q07817; GST-Bcl-xL / FITC-Bim BH3 peptide fluorescence polarization; inhibition, % at 10.9 µM; 0.7% of 320,000 active;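 active = inhibition above the mean of all tested compounds plus 3 SD, cutoff set per campaign, cut at about 30% in these data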;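 also: 0% = DMSO wells and 100% = unlabeled Bim-BH3 peptide competitor; inhibitors lower millipolarization by displacing the labeled peptide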
# GSTO1 counter: counter-screen for RBBP9 inhibitors: inhibitors of human GSTO1 | recombinant GSTO1, activity-based probe fluorescence polarization | inhibition, % at 5.96 µM | 1.1% of 300,000 active | AID 1974 | P78417;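 active = inhibition above the campaign mean inhibition plus 3 SD, cut at about 35% in these data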;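 also: 0% = GSTO1-1 with DMSO and 100% = wells lacking GSTO1-1 enzyme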
# Target sequence (P78417 whole entry, looked up): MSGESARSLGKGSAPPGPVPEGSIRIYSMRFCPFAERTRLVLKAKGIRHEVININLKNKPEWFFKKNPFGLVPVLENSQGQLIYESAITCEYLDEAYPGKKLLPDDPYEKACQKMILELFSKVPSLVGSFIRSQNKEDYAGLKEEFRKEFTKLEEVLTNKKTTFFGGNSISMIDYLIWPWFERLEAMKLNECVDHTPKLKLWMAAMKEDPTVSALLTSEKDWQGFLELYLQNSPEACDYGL
# Fam108B inh: counter-screen for RBBP9 inhibitors: inhibitors of mouse Fam108B; inhibition, % at 9.51 µM; AID 1947; 0.33% of 300,000 active; recombinant Fam108B, FP-Rh probe fluorescence polarization;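 active = inhibition above the screen mean inhibition plus 3 SD, computed separately per campaign, cut at about 18% in these data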;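 also: inhibitors lower polarization as less probe binds the enzyme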
# PME-1 inh: PME-1 (human) inhibition | 0.53% of 320,000 active | inhibition, % at 5.9 µM | Q9Y570 | recombinant PME-1, FP-Rh probe fluorescence polarization;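 active = inhibition above the campaign mean of all compounds plus 3 SD, cut at about 26% in these data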;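 also: competitive labeling of PME-1 active site by serine hydrolase directed probe; 0% = PME-1 with DMSO and 100% = wells lacking PME-1 enzyme; inhibitors block probe labeling so polarization falls and inhibition rises; many of its hits are not listed in these tables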
# PAD4 inh: blocks human protein arginine deiminase 4. Q9UM07. recombinant PAD4, RCA probe fluorescence polarization. inhibition, % at 6.36 µM. 0.41% of 330,000 active;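 active = percent inhibition above a cutoff equal to the mean of all tested compounds plus 3 SD, cut at about 15% in these data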;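 also: 0% = PAD4 with RCA probe and DMSO and 100% = probe without PAD4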
# Target sequence (Q9UM07 whole entry, looked up): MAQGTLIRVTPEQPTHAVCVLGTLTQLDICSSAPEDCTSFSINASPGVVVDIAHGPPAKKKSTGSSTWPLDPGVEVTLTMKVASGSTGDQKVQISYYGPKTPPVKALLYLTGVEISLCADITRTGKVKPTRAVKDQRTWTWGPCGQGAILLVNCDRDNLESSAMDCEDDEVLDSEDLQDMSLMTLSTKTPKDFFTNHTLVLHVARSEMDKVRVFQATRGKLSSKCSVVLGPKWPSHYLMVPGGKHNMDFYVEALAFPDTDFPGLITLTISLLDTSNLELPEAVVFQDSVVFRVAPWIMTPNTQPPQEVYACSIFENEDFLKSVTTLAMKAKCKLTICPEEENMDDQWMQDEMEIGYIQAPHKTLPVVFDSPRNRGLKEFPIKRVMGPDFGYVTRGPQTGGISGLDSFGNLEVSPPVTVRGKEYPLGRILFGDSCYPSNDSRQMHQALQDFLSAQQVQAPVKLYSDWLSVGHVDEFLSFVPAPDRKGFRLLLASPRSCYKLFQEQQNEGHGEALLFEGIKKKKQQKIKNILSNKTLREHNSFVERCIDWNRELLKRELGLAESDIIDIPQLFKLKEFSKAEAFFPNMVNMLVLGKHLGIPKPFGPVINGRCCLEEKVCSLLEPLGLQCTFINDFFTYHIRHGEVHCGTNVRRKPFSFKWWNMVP
# MEX-5 binding: C. elegans MEX-5 TCR-2 RNA binding activity; MEX-5/FITC-TCR2 RNA binding, fluorescence polarization; stronger effect = lower value; 0.38% of 300,000 active; AID 1832; activity score (negative = inhibition of binding), % at 10 µM; Q9XUB2;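 active = inhibition past about -25% in most replicates, and total fluorescence under double the plate's negative control median, limit read from the data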;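 also: 0% = DMSO and -100% = 5 µM competing unlabeled TCR2 RNA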
# TPT1 inh: blocks Candida albicans tRNA 2'-phosphotransferase. recombinant caTPT1, FP RNA substrate dephosphorylation. 0.81% of 300,000 active. inhibition, % at 5 µM;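 active = inhibition above the mean of all tested compounds plus 3 SD, set per screening campaign, cut at about 24% in these data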;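 also: plate controls were DMSO alone for no effect and ferristatin control at 100 nM for full effect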
# Active calls of the source: *; · = no result given. A portion of the library (hit frequency here may not be typical).
SMILES,MCL1-BIM inh,GLD-1 TGE inh,BCLXL inh,GSTO1 counter,Fam108B inh,PME-1 inh,PAD4 inh,MEX-5 binding,TPT1 inh
O=c1c(Cl)c(NCC2CCCO2)cnn1C12CC3CC(CC(C3)C1)C2 (stereo not drawn),-4,2,-2,-2,0,-3,-2,-1.2,3
Cc1nonc1NC(=O)CSc1nc2ccc(Cl)cc2[nH]1,6,-3,6,0,-2,-12,1,6.4,2
Cc1cc(NC(=O)COC(=O)c2nccnc2N)n(-c2ccccc2)n1,-2,6,2,11,2,2,0,-2.0,3
COC(=O)Cc1cc(=O)[nH]c(/N=C(\N)Nc2ccc(C(C)C)cc2)n1,3,-2,8,5,-3,-4,1,-1.4,-2
Cn1nnnc1SCCNC(=O)C1CCC(=O)N(CCc2ccccc2)C1 (stereo not drawn),0,9,3,0,0,0,2,4.3,1
COc1ccc(Cn2nnnc2C(c2cc3cc(C)ccc3[nH]c2=O)N2CCOCC2)cc1 (stereo not drawn),3,1,3,7,1,0,1,2.1,3
Cc1ccc(C)n1-c1ccccc1N1CCCCC1,8,-5,4,0,-1,4,0,-2.7,1
COn1c(=O)c(-c2cccc(Br)c2)[n+]([O-])c2ccccc21,17,1,3,5,0,3,-2,2.2,-2
O=C(C[n+]1ccncc1)c1ccccc1,7,7,10,5,-2,-1,-7,4.2,7
CCNc1nc(NCC)n2c(SCC(=O)Nc3ccc(F)cc3[N+](=O)[O-])nnc2n1,-2,4,4,9,-4,-2,2,4.6,0
O=C(CN1C(=O)c2ccccc2C1=O)OCC(=O)N1CCN(c2ccccc2)CC1,-12,1,-6,0,-2,3,1,-2.1,1
CCC(C)NC(=O)c1cn(CCOC)c(=O)c2c1c1ccccc1n2C (stereo not drawn),1,-5,3,4,-4,-3,-3,-0.2,0
COc1ccc(OC)c(N2CC(O)(c3ccccc3)[N+]3=C2SCCC3)c1 (stereo not drawn),-8,-5,-3,10,1,2,-5,-1.9,1
CCOc1ccc(C2=CC(c3ccccc3)n3ncnc3N2)cc1 (stereo not drawn),7,12,15,12,5,-9,-6,1.0,-3
O=C(Oc1cc2oc(=O)c3c(c2cc1Cl)CCCC3)c1ccco1,11,2,9,-1,3,0,0,·,-1
COc1ccc(-n2c(C)nnc2SCC(=O)NC2CC2)cc1,8,-4,2,-3,0,-4,1,-1.3,3
Cc1cc(NC(=O)CSc2nncn2N)no1,3,0,3,12,-2,8,1,-1.8,-5
CCc1ccc2[nH]c(=O)c(CN(CCN(C)C)C(=O)Nc3ccccc3OC)cc2c1,6,5,4,-6,6,-2,3,-1.4,3
CSc1ccc(CN(C)C(=O)CNC(=O)c2sc3ccccc3c2Cl)cc1,0,2,0,-5,-12,-8,1,3.7,1
Cc1csc2ncc(C(=O)Nc3ccc(C(F)(F)F)cc3)c(=O)n12,0,7,5,5,-2,-2,-2,1.0,-2

# Looked up above:
# Value for O=C(Oc1cc2oc(=O)c3c(c2cc1Cl)CCCC3)c1ccco1 under PAD4 inh: 0
# Value for Cc1csc2ncc(C(=O)Nc3ccc(C(F)(F)F)cc3)c(=O)n12 under MCL1-BIM inh: 0
# Value for CCNc1nc(NCC)n2c(SCC(=O)Nc3ccc(F)cc3[N+](=O)[O-])nnc2n1 under MCL1-BIM inh: -2
# Value for Cn1nnnc1SCCNC(=O)C1CCC(=O)N(CCc2ccccc2)C1 (stereo not drawn) under PAD4 inh: 2
# Value for CCC(C)NC(=O)c1cn(CCOC)c(=O)c2c1c1ccccc1n2C (stereo not drawn) under GLD-1 TGE inh: -5
# Value for COC(=O)Cc1cc(=O)[nH]c(/N=C(\N)Nc2ccc(C(C)C)cc2)n1 under GSTO1 counter: 5

# Following part
SMILES,MCL1-BIM inh,GLD-1 TGE inh,BCLXL inh,GSTO1 counter,Fam108B inh,PME-1 inh,PAD4 inh,MEX-5 binding,TPT1 inh
CCOc1ccc(-n2c(=O)cc(N3CCN(c4ccccc4)CC3)[nH]c2=O)cc1,1,2,1,-5,0,5,-2,0.3,1
NS(=O)(=O)c1ccc(NC(=O)COC(=O)CCC2CCCCC2)cc1,-12,-3,-1,4,1,1,3,2.0,2
O=C(CSc1nnc2sc3ccccc3n12)NCc1ccco1,5,7,0,-4,3,-2,0,0.9,1
COc1cccc(-c2nc(CS(=O)(=O)CC(=O)NCCc3ccccc3)c(C)o2)c1,-1,2,1,1,-1,-4,-6,1.3,0
O=C(NCCCN1CCOCC1)c1nn2c(C(F)(F)F)cc(-c3ccco3)nc2c1Cl,1,5,4,6,-3,-5,-1,-6.0,-2
COc1ccc(C(=O)Nc2cc(C)cc(C)c2)cc1S(=O)(=O)N1CCOCC1,5,-1,6,0,-1,-3,-3,-0.9,0
CCOC(=O)c1c(-c2ccc(OC)cc2)csc1NC(=O)CSc1nnc(C)c(=O)[nH]1,-3,9,6,-19,-5,-4,-7,1.4,0
C/C=C/C=N/Nc1nc(C)cc(=O)[nH]1,4,0,-3,4,0,-2,1,1.4,0
O=C(COc1ccc(Cl)cc1Br)NCC(c1ccco1)N1CCCC1 (stereo not drawn),12,6,4,·,·,-6,0,·,·
O=C(Nc1ccc(NC(=S)NC(=O)c2ccccc2Cl)cc1)c1cccc(Cl)c1,11,5,7,-30,-28,-58,-2,1.5,-4
Cc1[nH]c2ccc(-c3nnc(SCC(=O)c4ccccc4F)o3)cc2c1C,-13,0,-25,-3,2,10,-3,-3.3,3
CCN(CC)CCCNC(=O)C(C)n1nc(C)c2sc3ccccc3c2c1=O (stereo not drawn),3,-1,2,1,0,-7,0,1.6,0
Cc1ccc(Nc2nc(CSc3n[nH]c(N)n3)cs2)cc1,1,0,10,1,0,3,-4,-2.7,-1
N#Cc1cnc(NOCc2ccc(Cl)cc2)nc1,2,-1,2,7,3,9,0,-2.2,1
CCOC(=O)N1CCN(c2cc3[nH]c(=S)[nH]c3cc2F)CC1,-6,-2,-12,-6,0,-1,-1,-1.4,3
N#Cc1c(N)nc2c(c1N)CC(COc1ccccc1)O2 (stereo not drawn),2,6,-2,1,-3,4,-1,2.1,-1
O=C(COc1cccc(C(F)(F)F)c1)N1CCN(c2ccc(O)cc2)CC1,22,9,18,13,1,6,-5,-3.2,-1
CC1Cc2ccccc2N1C(=O)COC(=O)c1ccc(Cl)c(S(=O)(=O)N2CCOCC2)c1 (stereo not drawn),-1,-6,0,·,·,-2,3,·,·
CN(NC(=O)c1ccccc1)c1nc2ccccc2nc1C(F)(F)F,-3,1,3,1,-1,1,2,0.2,8
CCOc1ccc(S(=O)(=O)N2CCOCC2)cc1NC(=O)CSCC(=O)Nc1cccc(C)c1,-11,4,-5,8,0,0,-2,-0.9,-3

# Single records (already shown).
# `Cc1cc(NC(=O)COC(=O)c2nccnc2N)n(-c2ccccc2)n1` is entered as MCL1-BIM inh: -2; GLD-1 TGE inh: 6; BCLXL inh: 2; GSTO1 counter: 11; Fam108B inh: 2; PME-1 inh: 2; PAD4 inh: 0; MEX-5 binding: -2.0; TPT1 inh: 3
# `Cc1[nH]c2ccc(-c3nnc(SCC(=O)c4ccccc4F)o3)cc2c1C` is entered as MCL1-BIM inh: -13; GLD-1 TGE inh: 0; BCLXL inh: -25; GSTO1 counter: -3; Fam108B inh: 2; PME-1 inh: 10; PAD4 inh: -3; MEX-5 binding: -3.3; TPT1 inh: 3

# Remaining list, next part:
SMILES,MCL1-BIM inh,GLD-1 TGE inh,BCLXL inh,GSTO1 counter,Fam108B inh,PME-1 inh,PAD4 inh,MEX-5 binding,TPT1 inh
CN1CCN(C(=O)C23CCC(C)(c4nc5ccccc5nc42)C3(C)C)CC1 (stereo not drawn),0,2,3,-1,0,6,2,1.7,-1
Cc1c(C(=O)N(C)CCc2cnn(C)c2)oc2c(F)cccc12,5,0,8,5,-4,1,0,0.3,-4
O=C(Nc1ccccc1F)C1CCN(S(=O)(=O)c2cccc3nonc23)CC1,15,-6,1,7,2,-3,4,1.8,1
Cc1ccccc1-n1ncc2c1CC(C)(C)CC2NC(=O)c1snnc1C (stereo not drawn),-4,2,0,0,7,1,1,0.8,1
CO/N=C/C(C#N)c1ncc(C(F)(F)F)cc1Cl (stereo not drawn),-4,2,0,6,1,-2,-4,-3.4,3
Cc1cccc(C)c1OCC(=O)N=Nc1c(O)[nH]c2ccc(Br)cc12,5,1,5,2,0,-1,-2,-1.4,2
COc1ccc(CNC(=O)[C@H](C)NC(=O)C2CC(=O)N(c3ccc4c(c3)OCO4)C2)cc1 (stereo partly drawn),-1,-4,1,3,0,0,4,-1.4,-3
CCOc1ccc(N(CC(=O)Nc2c(C)cccc2C)S(=O)(=O)c2c(C)[nH]c(=O)[nH]c2=O)cc1,4,-5,1,3,-2,-4,-3,-0.7,-1
CCNC(=O)CSc1nc2sccc2c(=O)n1-c1ccccc1,-1,-10,3,5,0,2,-6,-2.9,3
Cc1c(C)n(Cc2ccc(F)cc2)c2ccc(C(=O)NCCN3CCOCC3)cc12,3,2,-2,6,-1,-10,4,-2.9,-1

# Assay outcomes as filed in PubChem BioAssay.
